Screening data: PubChem, several laboratories
phage Ecoli inh = E. coli growth loss with phage present. growth absorbance. inhibition, % at 11.9 µM. hit rate 0.26% among 360,000. AID 651602; in the data active means inhibition above about 11%
Ecoli viability = bacterial growth inhibition, counter-screen for AddAB inhibitors; E. coli V3065 growth, OD600 absorbance, 18 h; inhibition, % at 11.9 µM; hit rate 0.27% among 330,000;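 active means inhibition above the campaign's mean inhibition across all tested compounds plus 3 SD, cut at about 9.9% in these data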;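 further: uninfected addAB+ strain grown without phage in ampicillin broth; 0% = DMSO wells and 100% = ciprofloxacin 0.95 µg/ml wells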
PKA-R1A act = activates the PKA-R1A holoenzyme complex; P00514+P68181; PKA-R1A dissociation, Cy5-IP20 fluorescence polarization; scaled: DMSO 0%, 113 µM cGMP 100%; activation, % at 11.4 µM; hit rate 0.083% among 340,000; AID 504707;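 active means percent activation above the mean of all tested compounds plus 3 SD, cut at about 19% in these data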;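 further: higher means more PKAc released from R1A so a rise in polarization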
Pemphigus Ab inh = inhibitors of pemphigus antibody binding to human desmoglein-3; hit rate 0.48% among 310,000; binding (percent of control), % at 10 µM; P32926; DSG3-coupled beads, scFv-anti-DSG3-GFP binding, flow cytometry; hits give low values;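 active means binding more than 3 SD below its plate's average and above zero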;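 further: hits lower antibody fragment binding to DSG3; some compounds called inactive have numbers as strong as hits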
Target sequence (P32926 whole entry, looked up, the tested form may be a part): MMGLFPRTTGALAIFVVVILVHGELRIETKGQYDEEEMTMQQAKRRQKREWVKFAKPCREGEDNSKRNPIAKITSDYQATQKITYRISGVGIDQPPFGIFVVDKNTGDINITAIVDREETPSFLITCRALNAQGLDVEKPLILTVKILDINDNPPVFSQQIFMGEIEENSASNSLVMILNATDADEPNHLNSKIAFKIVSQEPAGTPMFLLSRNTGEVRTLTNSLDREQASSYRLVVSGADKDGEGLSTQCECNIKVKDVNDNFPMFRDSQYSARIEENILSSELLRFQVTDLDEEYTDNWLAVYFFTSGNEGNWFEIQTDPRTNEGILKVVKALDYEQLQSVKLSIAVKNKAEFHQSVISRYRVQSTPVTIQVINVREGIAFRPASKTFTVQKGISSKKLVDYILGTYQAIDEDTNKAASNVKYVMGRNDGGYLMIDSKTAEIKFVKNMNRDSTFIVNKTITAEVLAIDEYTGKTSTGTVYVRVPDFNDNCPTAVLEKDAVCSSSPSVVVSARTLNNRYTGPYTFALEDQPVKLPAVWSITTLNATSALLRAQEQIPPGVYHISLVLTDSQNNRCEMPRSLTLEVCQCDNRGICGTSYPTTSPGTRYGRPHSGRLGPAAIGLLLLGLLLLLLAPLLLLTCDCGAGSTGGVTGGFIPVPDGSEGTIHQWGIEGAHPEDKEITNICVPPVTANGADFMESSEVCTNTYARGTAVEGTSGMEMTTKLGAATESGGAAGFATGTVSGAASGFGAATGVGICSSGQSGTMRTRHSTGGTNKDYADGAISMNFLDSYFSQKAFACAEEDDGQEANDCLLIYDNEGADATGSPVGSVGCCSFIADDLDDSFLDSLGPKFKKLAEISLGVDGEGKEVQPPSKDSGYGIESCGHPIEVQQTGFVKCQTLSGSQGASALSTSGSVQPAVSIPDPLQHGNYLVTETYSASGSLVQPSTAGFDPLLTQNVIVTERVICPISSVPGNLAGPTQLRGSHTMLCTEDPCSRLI
PfHsp90 set2 = reduces growth (ATP signal) of yeast expressing P. falciparum Hsp90. S. cerevisiae expressing PfHsp90, BacTiter-Glo ATP, 48 h; yeast lacking PDR1 and PDR3 efflux regulators. inhibition, % at 9.4 µM. hit rate 0.32% among 310,000;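 active means every replicate shows inhibition above about 80%, whatever the replicate mean, limit read from the data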;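 further: 0% = DMSO neutral controls and 100% = 20 µM radicicol positive controls; yeast relying on Plasmodium falciparum Hsp90 in place of its own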
MOR-DOR inv ag = inverse agonists of human mu-delta opioid receptor heterodimerization. AID 504357. hit rate 0.21% among 340,000. inhibition, % at 9.3 µM. P35372+P41143. cell-based MOR-DOR heterodimer luminescence, inverse agonism; in the data active means inhibition above about 22%, passing the limit was not always enough;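 further: 0% = cells with DMSO and 100% = wells without cells with DMSO; values of inactives mirror those of a sister screen read the other way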
MOR-DOR ag = OPRM1-OPRD1 heterodimerization agonism; cells, luminescence; activation, % at 9.3 µM; hit rate 0.3% among 340,000; in the data active means activation above about 18%;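 further: 0% = vehicle-treated cells and 100% = reference agonist; values of inactives mirror those of a sister screen read the other way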
HTR5A inv ag = counter-screen for OPRM1-OPRD1 inverse agonists: human HTR5A inverse agonism | P47898 | HTR5A cell line, luminescence | inhibition, % at 9.3 µM | hit rate 0.083% among 340,000; in the data active means inhibition mostly above about 23%, no sharp cut-off; inactive means mostly below about 18%;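 further: 0% = cells with DMSO and 100% = no-cell wells with DMSO; some compounds called inactive have numbers as strong as hits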
Mot1-301 SUMO = blocks SUMOylation pathway, rescuing yeast Mot1-301 growth. S. cerevisiae Mot1-301 growth rescue, ATP luminescence, 38.5C; percent above DMSO median, 100 means doubled. growth rescue, % at 18.8 µM. hit rate 1% among 320,000. AID 2716;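 active means every valid replicate shows activation above 250% relative to neutral control wells; inactive means the rest, any valid replicate at or below 250%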;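 further: OY570 slx delta 5 strain wells were the positive control but not used for scaling; some compounds called inactive have numbers as strong as hits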
AddAB inh = less growth of phage-infected E. coli with AddAB. E. coli expressing H. pylori AddAB, absorbance growth. inhibition, % at 11.9 µM. hit rate 0.29% among 330,000. AID 435030; in the data active means inhibition above about 12%;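 further: 0% = vehicle wells of infected cells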
HTR5A ag ctr = counter-screen for OPRM1-OPRD1 agonists: human HTR5A agonism; HTR5A agonist assay, luminescence, cell-based; hit rate 0.61% among 340,000; activation, % at 9.3 µM; P47898; in the data active means activation mostly above about 9.5%, no sharp cut-off; inactive means mostly below about 7.6%;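 further: 0% = cells with vehicle only and 100% = reference agonist; strong numbers were not always called active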
The depositor's hits bear a star; . = not tested or not shown. No enrichment for hits (roughly 3.2% active in at least one column).

cpd	smiles	PfHsp90 set2	HTR5A ag ctr	HTR5A inv ag	PKA-R1A act	Ecoli viability	phage Ecoli inh	MOR-DOR inv ag	Mot1-301 SUMO	MOR-DOR ag	Pemphigus Ab inh	AddAB inh
1	C=C1CCN(C(C(=O)OC)C(C)C)S(=O)(=O)c2ccccc21 (stereo unspecified)	-6	-2	14	-4	0.5	1.5	2	-8	-0.4	99	1.6
2	CCOC(=O)c1sc2nc(C3CC3)cc(-c3ccc(F)cc3)c2c1N	24	-1	-3	8	0.0	0.6	-14	170	2.5	110	-1.9
3	C[C@H](CO)N1C[C@H](C)[C@H](CN(C)S(C)(=O)=O)Oc2c(cccc2N(C)C)C1=O	20	1	-3	-3	-0.6	2.6	13	11	-2.4	107	0.4
4	C=CCC[C@H](Cc1ccc(F)cc1)C(=O)OC[C@@H](C)NC(=O)[C@@H](CC=C)CC(=O)N[C@H](CO)Cc1ccccc1	17	-4	10	6	-1.4	-1.3	-17	-20	3.0	99	-1.9
5	COc1ccc(Cl)cc1-c1nc(N)nc(N(C)C)n1	-2	7	3	-5	-1.8	2.2	4	105	-0.7	100	2.8
6	CC1(C)Cc2c(c(N3CCOCC3)nc3sc4c(NN)ncnc4c23)CS1	-5	-2	-9	0	-0.5	2.9	21	.	-4.1	104	1.8
7	COc1ccc(N2C(=O)C(CN3CCCCC3)C2c2ccccc2)cc1 (stereo unspecified)	5	-4	-18	3	3.5	2.6	9	-11	-1.7	105	6.3
8	COC(=O)c1cc(NS(=O)(=O)c2ccc3c(c2)CCC(=O)N3)cc(C(=O)OC)c1	.	4	-4	-4	1.6	-0.2	-6	28	1.2	101	4.5
9	COc1ccc(C2c3sc(=O)[nH]c3SC3C(=O)N(c4ccccc4)C(=O)C32)cc1 (stereo unspecified)	-9	-2	4	-5	0.3	1.7	17	145	-3.4	102	2.2
10	O=C(c1cc(C2CC2)nn1-c1ccccc1)N1CCN(Cc2c(F)cccc2Cl)CC1	-9	10	-25	-4	1.9	2.7	-6	150	1.3	100	-0.6
11	O=C(NCc1ccc(Cl)cc1)c1cc(S(=O)(=O)N2CCCCC2)c[nH]1	2	-7	20	8	-1.2	1.2	-5	-1	0.8	106	3.0
12	CCOC(=O)c1c(NC(=O)CC)sc2c1CCN(Cc1ccccc1)C2	3	2	10	-2	-2.7	1.5	-17	1	3.2	106	-2.0
13	Cc1cc(C)cc(C(=O)Nc2ccc3[nH]c(=O)[nH]c3c2)c1	1	3	-7	0	0.3	3.1	13	366	-2.6	87	2.0
14	O=c1c([N+](=O)[O-])c(NCCN2CCCCCC2)c2ccccc2n1-c1ccccc1	3	1	21	-14	0.9	2.5	-9	2	1.3	107	3.0
15	COC(=O)c1c(NC(=O)CN2CCC3(O)CCCCC3C2c2ccc(OC)cc2OC)sc(C)c1C (stereo unspecified)	-18	2	2	5	-0.7	2.2	-6	32	1.2	106	3.4
16	CC(=O)Nc1ccc(OC(=O)c2ccc(Cl)cc2)cc1	31	3	-15	4	0.9	3.9	3	258	-0.6	102	0.7
17	COCCOC(=O)c1c(C)n(C)c2ccc(OC(=O)c3cccs3)cc12	.	-2	-9	3	2.9	-1.5	16	12	-3.4	106	0.4
18	COc1ccc(C(=O)NNC(=O)c2ccc(S(=O)(=O)N3CCCCC3)cc2)cc1	-16	2	-5	-2	0.4	1.8	-11	-10	2.3	.	5.3
19	CN1CCN(c2ccc(Cl)cc2NS(=O)(=O)c2ccccc2Cl)CC1	-19	9	-23	-4	-1.4	1.7	5	261	-0.8	105	-1.2
20	COC(=O)c1ccc(CSc2nc3ccc(C)cc3[nH]2)o1	14	1	2	-2	-1.2	3.0	3	-4	-0.7	101	2.3
21	CC(NS(=O)(=O)c1cccc(C(=O)NCc2ccncc2)c1)c1ccccc1 (stereo unspecified)	8	1	-4	0	0.5	0.9	1	1	-0.2	101	2.5
22	Cn1c2ccccc2c2cnn(CC(=O)NCCCN3CCN(c4ccccc4F)CC3)c(=O)c21	-6	2	-5	-11	-2.6	0.9	10	-1	-1.9	101	-0.3
23	CN(C(=O)c1cccc(NC(=O)Cc2ccc(NC(=O)C3CCN(C(=O)C4CCCC4)CC3)cc2)c1)C1CCCCC1	-37	1	-2	-3	.	0.2	-6	.	1.4	102	.
24	C/C(CC(=O)Nc1ccc(Cl)c(Cl)c1)=N\NC(=O)Cc1ccccc1	10	2	-4	-22	-0.5	2.5	-17	9	2.7	100	-2.2
25	c1ccc(Oc2ccc(-c3ccnc4nc(N5CCN(c6ccccc6)CC5)nn34)cc2)cc1	-24	2	-7	-5	-1.1	1.9	12	-26	-2.7	97	-1.3
26	O=C(CSc1nnc2c(n1)[nH]c1ccccc12)Nc1ccc2c(c1)OCO2	-28	3	-8	-1	-0.8	2.4	1	-6	-0.1	104	2.3
27	COC(=O)c1ccc(N2CCN(c3ccccc3)CC2)nc1	-7	-3	9	2	-1.0	2.3	10	-7	-2.2	102	1.2
28	COc1ccc(S(=O)(=O)N(C)c2ccc(C(=O)N3CCC(C(N)=O)CC3)cc2)cc1	-2	1	-11	-12	-1.3	1.1	10	-15	-1.8	107	1.4
29	NNC(=O)C1C(O)CCC2CN3CCc4c([nH]c5ccccc45)C3CC21 (stereo unspecified)	9	5	-19	-1	.	0.9	8	.	-1.5	90	.
30	CCNC(=O)CC1C(=O)N(c2ccccc2)C(=O)N1CCOC (stereo unspecified)	15	-2	8	-4	-1.5	2.5	8	2	-1.8	97	0.8

Taken from above:
cpd 2 | PKA-R1A act = 8
cpd 23 | phage Ecoli inh = 0.2
cpd 22 | AddAB inh = -0.3
cpd 27 | HTR5A ag ctr = -3
cpd 19 | PKA-R1A act = -4

Entries of single compounds as entered above. Order of screens: PfHsp90 set2	HTR5A ag ctr	HTR5A inv ag	PKA-R1A act	Ecoli viability	phage Ecoli inh	MOR-DOR inv ag	Mot1-301 SUMO	MOR-DOR ag	Pemphigus Ab inh	AddAB inh
CCOC(=O)c1c(NC(=O)CC)sc2c1CCN(Cc1ccccc1)C2 reads 3	2	10	-2	-2.7	1.5	-17	1	3.2	106	-2.0
CC(NS(=O)(=O)c1cccc(C(=O)NCc2ccncc2)c1)c1ccccc1 (stereo unspecified) reads 8	1	-4	0	0.5	0.9	1	1	-0.2	101	2.5

(listing goes on)
cpd	smiles	PfHsp90 set2	HTR5A ag ctr	HTR5A inv ag	PKA-R1A act	Ecoli viability	phage Ecoli inh	MOR-DOR inv ag	Mot1-301 SUMO	MOR-DOR ag	Pemphigus Ab inh	AddAB inh
31	COc1ccc(NC(=O)CSc2c(C)n[nH]c2C)cc1	2	0	-28	-4	-0.6	-0.5	4	3	-0.7	98	2.9
32	CC(C)(C)c1ccc(OC(=O)c2ccccc2)cc1	-5	-1	5	-1	0.2	-0.1	-1	5	0.3	103	0.2
33	COc1cc(/C=N/NC(=O)CC2(C)OCCCO2)ccc1OCc1ccccc1	10	1	-6	4	-0.2	0.9	12	13	-2.2	126	2.3
34	COc1ccc(/C(=N/Nc2ncnc3ccccc23)C(=O)O)cc1	-7	8	1	-7	-0.2	3.7	-10	-17	1.9	108	0.3
35	CCOC(=O)c1c(NC(=S)Nc2cccnc2)sc(C)c1C	-7	-4	-4	1	0.6	0.4	-15	200	2.9	90	3.5
36	COc1cc(OC)c(OC)cc1CN1CCN(C(=O)CC(C)C)CC1	14	1	-2	-2	-2.7	0.3	10	-1	-1.9	112	-1.8
37	COc1ccccc1NC(=O)c1nn(C)cc1Br	-7	-1	-11	-4	-1.9	3.4	5	669*	-1.3	104	2.3
38	Cc1nc(-c2ccc(F)cc2)c(CC(=O)N2CCN(S(=O)(=O)c3cccc(Cl)c3)CC2)s1	.	9	-23	4	-0.8	-1.9	5	85	-0.9	99	-0.4
39	CSc1ccc(C#N)cc1NC(=O)c1ccc(Cl)cc1	.	-1	1	0	0.5	1.8	21	14	-4.2	103	2.7
40	Cc1cc(C)c(O)c(-c2cc(C(=O)NCCc3ccc(S(N)(=O)=O)cc3)[nH]n2)c1	1	5	5	3	2.0	-2.0	2	-6	-0.3	97	-1.8
41	CCn1c(-c2ccoc2C)n[nH]c1=S	.	3	-2	5	-0.7	2.7	7	-8	-1.3	100	0.1
42	COC(=O)c1sccc1NC(=S)Nc1cccc(F)c1	13	0	-4	11	0.9	0.4	-2	236	0.3	113	0.1
43	COCCCNC(=O)c1cn(CCOC)c(=O)c2c1c1ccccc1n2C	12	-1	2	9	-1.5	0.7	10	-2	-2.2	103	-0.5
44	CC(C)NC(=O)c1ccccc1N(Cc1ccccc1)S(C)(=O)=O	39	-3	8	-4	-1.5	2.6	5	12	-0.9	.	-3.4
45	Cc1ccc(N=Nc2c(C)[nH]n(C(N)=S)c2=O)cc1	-57	-2	7	-5	-1.9	3.1	3	-6	-0.6	108	2.2
46	CC(C1CC1)N(Cc1ccccc1)C(=O)NC(=O)c1ccccc1 (stereo unspecified)	26	-3	8	5	-0.6	0.4	4	11	-0.8	.	0.6
47	O=C(Nc1nc(-c2cccs2)c(-c2cccs2)s1)C1CCCC1	-12	1	-18	-2	.	5.9	4	.	-0.7	.	.

Ordered by length of the SMILES (descending): some entries from above.
cpd	smiles	PfHsp90 set2	HTR5A ag ctr	HTR5A inv ag	PKA-R1A act	Ecoli viability	phage Ecoli inh	MOR-DOR inv ag	Mot1-301 SUMO	MOR-DOR ag	Pemphigus Ab inh	AddAB inh
33	COc1cc(/C=N/NC(=O)CC2(C)OCCCO2)ccc1OCc1ccccc1	10	1	-6	4	-0.2	0.9	12	13	-2.2	126	2.3
37	COc1ccccc1NC(=O)c1nn(C)cc1Br	-7	-1	-11	-4	-1.9	3.4	5	669*	-1.3	104	2.3
41	CCn1c(-c2ccoc2C)n[nH]c1=S	.	3	-2	5	-0.7	2.7	7	-8	-1.3	100	0.1
